Granule exo inh – lytic granule exocytosis inhibition | TALL-104 LAMP-1 surface exposure, flow cytometry; cells stimulated with thapsigargin and PMA | inhibition, % at 10 µM | hit rate 0.66% among 360,000 | AID 651702;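 active = inhibition above about 55%, limit read from the data; inconclusive = no clear call, values can overlap the other calls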
aDG glyco up – increases alpha dystroglycan glycosylation; Pro5-aDG cells, alpha-DG glycosylation AlphaScreen (IIH6); 0% Pro5, 100% B10-LARGE cell signal; activation, % at 10 µM; hit rate 0.22% among 360,000;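 active = activation of at least 8% versus controls, or a plate z-score of at least 8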;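 note: Pro5 are CHO cells carrying HIG-tagged alpha-DG that lacks glycosylation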
ABHD5-PLIN5 inh – inhibitors of human ABHD5-perilipin-5 interaction; Q00G26+Q8WTS1; AID 602281; inhibition, % at 4 µM; hit rate 0.78% among 360,000; Split G. princeps luciferase complementation, luminescence, 4 h;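 active = inhibition above the mean inhibition across every tested compound plus 3 SD, cut at about 22% in these data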;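 note: 0% = DMSO only wells and the 100% control is not disclosed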
TLR9-MyD88 block – inhibitors of human TLR9-MyD88 binding | Q9NR96+Q99836 | CHO BLA complementation TLR9-MyD88, CCF4 FRET ratio | AID 504734 | hit rate 0.21% among 340,000 | inhibition, % at 4.98 µM;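 active = inhibition above the mean over all tested compounds plus 3 SD, cut at about 21% in these data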;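 note: 0% = DMSO only wells and 100% = clavulanate BLA inhibitor control wells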
Glyco luc inh – blocks N-linked glycosylation in D54 reporter cells; D54 ERlucT glycosylation luciferase reporter, 24 h; percent of 100 nM tunicamycin response; reporter increase, % at 12.5 µM; hit rate 0.23% among 360,000; AID 588692;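 active = mean luciferase reporter signal, scaled so untreated is 0 and the glycosylation-blocking control 100, at or above a set limit in every replicate; inconclusive = mean reaches the limit but not every replicate does; inactive = mean below the limit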;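 note: luciferase carries N-glycosylation sites so blocking glycosylation raises the light; 0% = median of neutral control wells and 100% = median of 100 nM tunicamycin wells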
ABCB6 inh MLPCN – blocks the human ABCB6 transporter; K562-ABCB6 porphyrin accumulation, flow cytometry, 1 h; stronger effect = lower value; Q9NP58; hit rate 0.19% among 360,000; fluorescence ratio to DMSO, % at 10 µM;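 active = fluorescence ratio to DMSO below 75%, the collection mean minus 3 SD; inconclusive = too few cells collected in the well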;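 note: signal is porphyrin accumulated inside mitochondria; 100% equals median channel fluorescence of DMSO control wells; lower ratio means ABCB6 inhibition with less porphyrin fluorescence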
MC4R barr agon – human MC4R agonism via beta-arrestin. hit rate 0.98% among 360,000. U2OS MC4R beta-arrestin complementation, luminescence; percent of melanotan II response, DMSO zero. P32245. activation, % at 8.9 µM. AID 540308;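 active = activation above a per-plate cutoff, the mean activation of sample wells on that plate plus 3 SD, cut at about 8% in these data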
Target sequence (P32245 whole entry, looked up): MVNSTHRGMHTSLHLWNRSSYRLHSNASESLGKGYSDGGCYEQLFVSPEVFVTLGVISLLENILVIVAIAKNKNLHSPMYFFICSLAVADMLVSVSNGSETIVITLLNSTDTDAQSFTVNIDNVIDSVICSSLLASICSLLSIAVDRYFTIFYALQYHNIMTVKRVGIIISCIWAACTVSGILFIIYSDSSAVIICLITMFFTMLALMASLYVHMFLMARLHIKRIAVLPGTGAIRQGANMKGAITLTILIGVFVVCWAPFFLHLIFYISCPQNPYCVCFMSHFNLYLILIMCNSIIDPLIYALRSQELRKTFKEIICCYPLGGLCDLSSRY
NOD2-RIPK2 inh – NOD2-RIPK2 protein interaction inhibition; O43353; CHO BLA complementation NOD2-RIPK2, CCF4 ratio; inhibition, % at 4.98 µM; hit rate 0.38% among 360,000; AID 624267; in the data active = inhibition above about 21%;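 note: 0% = vehicle only and 100% = reference blocker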
Target sequence (O43353 whole entry, looked up): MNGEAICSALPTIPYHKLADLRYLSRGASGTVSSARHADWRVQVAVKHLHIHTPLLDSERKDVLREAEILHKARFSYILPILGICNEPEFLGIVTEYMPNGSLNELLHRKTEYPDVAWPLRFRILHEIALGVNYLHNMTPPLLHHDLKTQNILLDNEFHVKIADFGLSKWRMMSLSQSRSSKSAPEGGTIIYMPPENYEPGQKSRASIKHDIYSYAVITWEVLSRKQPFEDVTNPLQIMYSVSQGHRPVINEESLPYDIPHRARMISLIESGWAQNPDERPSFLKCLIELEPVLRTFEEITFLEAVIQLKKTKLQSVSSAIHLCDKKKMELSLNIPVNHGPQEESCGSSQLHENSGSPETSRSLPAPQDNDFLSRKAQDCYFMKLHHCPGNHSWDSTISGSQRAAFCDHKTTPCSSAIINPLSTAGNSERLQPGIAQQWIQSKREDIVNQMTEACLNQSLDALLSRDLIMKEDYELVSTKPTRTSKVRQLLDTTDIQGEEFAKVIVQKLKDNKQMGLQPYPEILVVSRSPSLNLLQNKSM
Vif inh – HIV Vif inhibition. HEK293T cells, Vif self-association by quenched fluorescence, imaging, 24 h. inhibition, % at 7.49 µM. hit rate 0.35% among 340,000; in the data active = inhibition above about 50%, passing the limit was not always enough; inconclusive = no clear call, values can overlap the other calls; inactive = below about 31%; note: some results filed as inactive read as strong as hits
MC4R antag cAMP – antagonists of human melanocortin 4 receptor (MC4R). P32245. hit rate 0.48% among 360,000. inhibition, % at 6.5 µM. MC4R-expressing cells, MTII-stimulated cAMP, LANCE TR-FRET. AID 540295;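 active = inhibition above its plate's cutoff, the mean of tested wells on that plate plus 3 SD, cut at about 29% in these data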;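 note: 0% = Melanotan II alone and 100% = Melanotan II plus saturating MCL0020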
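System – human MC4R-expressing U2OS cells · Also added – Melanotan II · Dosing – one concentration, 6.5 µM nominal · Timing – 30-min compound, 1-h challenge, 1-h detection, room temperature · Measured by – Eu-cAMP/anti-cAMP TR-FRET, emission 671 nm · Replicates – singlicate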
An asterisk follows results filed as active; ? = inconclusive; . = not tested or not shown.

The first 2 compounds as a preview:
cpd	Structure	Granule exo inh	aDG glyco up	ABHD5-PLIN5 inh	TLR9-MyD88 block	Glyco luc inh	ABCB6 inh MLPCN	MC4R barr agon	NOD2-RIPK2 inh	Vif inh	MC4R antag cAMP
1	O=C(O)CC(c1ccccc1)N1C(=O)c2ccccc2C1=O (configuration not stated)	-9.4	0.6	-0.2	-6.7	6.0	101.0	-0.2	-0.4	4.8	4.8
2	C/C(=N\NC(=O)c1c(Cl)cnn1C)c1cccc(NC(=O)COc2ccccc2)c1	-1.0	-0.4	5.6	-6.7	-0.1	99.0	-1.7	-3.3	.	-0.7

This part in full (from the top)
cpd	Structure	Granule exo inh	aDG glyco up	ABHD5-PLIN5 inh	TLR9-MyD88 block	Glyco luc inh	ABCB6 inh MLPCN	MC4R barr agon	NOD2-RIPK2 inh	Vif inh	MC4R antag cAMP
1	O=C(O)CC(c1ccccc1)N1C(=O)c2ccccc2C1=O (configuration not stated)	-9.4	0.6	-0.2	-6.7	6.0	101.0	-0.2	-0.4	4.8	4.8
2	C/C(=N\NC(=O)c1c(Cl)cnn1C)c1cccc(NC(=O)COc2ccccc2)c1	-1.0	-0.4	5.6	-6.7	-0.1	99.0	-1.7	-3.3	.	-0.7
3	N=c1c(S(=O)(=O)c2ccc(Cl)cc2)cc2c(=O)n3ccccc3nc2n1CCN1CCOCC1	-0.9	-0.3	13.6	-15.3	-1.3	92.0	0.6	-13.8	3.5	2.1
4	Cc1cccc(OCC(=O)O/N=C(\N)c2ccc(Br)cc2)c1	4.1	-0.1	0.1	1.1	1.0	95.0	1.1	-13.0	0.7	-5.6
5	CCN(CC)CC(O)COC(c1ccccc1)c1ccccc1 (configuration not stated)	-3.8	-0.1	-9.6	1.4	2.4	96.0	-0.3	-11.8	-8.7	0.6
6	O=C(c1ccc(-n2cncn2)c([N+](=O)[O-])c1)N1CCN(S(=O)(=O)c2ccc(Cl)cc2)CC1	-2.7	0.5	-10.6	-5.2	.	104.0	0.5	4.3	.	-7.9
7	O=C(CCl)Nc1cccn2ncnc12	-0.4	0.4	-3.0	1.5	-0.4	92.0	1.2	5.2	-14.6	1.1
8	Cn1c(=O)c2c(SCc3ccccn3)nc(CC(C)(C)C)nc2n(C)c1=O	-1.8	-0.3	-2.7	-4.4	-6.6	97.0	4.7	3.7	-11.9	20.7
9	C=CCNC(=O)CCCOc1ccc(C)cc1	-0.8	0.2	0.2	7.6	0.0	99.0	-1.7	7.1	-1.0	-4.4
10	Oc1ccc(C(=S)N2CCCC2)cc1	0.4	-0.2	-9.4	-6.1	1.3	97.0	-1.6	-1.9	1.4	-1.4
11	COc1ccc(CN2CCC(Cc3ccccc3)CC2)c(C)c1C	45.9	0.0	-0.7	-8.5	-1.9	96.0	-1.4	5.2	-1.2	4.5
12	COc1ccc(S(=O)(=O)N2CCC(C(=O)N[C@@H](C)C(=O)N3CCCCCC3)CC2)cc1	-3.7	0.0	-3.0	3.1	2.0	96.0	-0.9	4.9	18.8	11.4
13	Cc1cc(C)cc(NC(=O)c2ccc(N3C(=O)C4CCCCC4C3=O)cc2)c1 (configuration not stated)	-0.6	-0.6	3.8	-2.4	0.6	100.0	-1.6	-10.2	-7.1	6.5
14	Cc1ccc(Nc2cnn(C34CC5CC(CC(CC(=O)O)(C5)C3)C4)c(=O)c2Cl)c(Cl)c1	4.3	0.1	6.0	16.1	1.6	102.0	-1.5	-3.8	21.7	1.6
15	COCCN(CC(=O)Nc1cccc(C)c1C)C(=O)/C=C/c1ccc2c(c1)OCCO2	-2.2	-0.2	6.4	4.9	1.2	97.0	-3.0	2.6	-2.7	-0.2
16	O=C(CN1CCN(S(=O)(=O)c2ccc(F)c(Cl)c2)CC1)N1CCNC1=O	7.9	0.2	-0.8	5.0	0.6	98.0	-2.9	2.6	-7.1	-8.0
17	CC1CCC(=C(C#N)C(=O)Nc2cccc(Cl)c2)CC1 (configuration not stated)	2.4	0.0	-0.9	6.6	2.6	99.0	0.0	0.6	-7.1	-4.1
18	CN(C(=O)CSc1nncn1-c1ccccc1)C1CCS(=O)(=O)C1 (configuration not stated)	-2.3	-0.1	5.7	-8.1	1.7	96.0	-2.5	-1.9	1.5	-0.3
19	CCOC(=O)c1cc2c(=O)n3ccccc3nc2n(Cc2ccco2)c1=NC(=O)c1cccc(OC)c1	-1.5	0.7	14.6	-4.2	3.5	98.0	-1.6	8.2	0.6	8.9
20	CCCc1cc(=O)[nH]c(SCC(=O)Nc2ccc3ccccc3c2)n1	-8.6	-0.2	4.0	-0.4	0.1	95.0	-3.6	-1.3	9.1	8.4
21	O=C(O)c1n[nH]c2c1CC(C1CCCCC1)CC2 (configuration not stated)	-12.9	0.1	-0.5	-1.5	-1.9	101.0	-2.4	11.9	.	4.8
22	Cc1ccnc(NC(=O)CCC(=O)N(CC(=O)NC(C)(C)C)c2ccc3c(c2)OCO3)c1	1.0	-0.1	0.1	-1.7	2.1	97.0	-1.2	1.6	37.7	10.8
23	CCCCNC(=O)C1c2ccccc2OCC(=O)N1CCCN1CCOCC1 (configuration not stated)	1.2	0.0	-6.8	.	.	98.0	.	3.3	.	.
24	O=C(CCN1C(=O)/C(=C\c2cccc(Br)c2)SC1=S)N1CCOCC1	0.2	0.3	4.6	5.0	10.9	101.0	-1.2	-4.5	-8.2	7.2
25	O=C(Nc1ccccc1F)C(=Cc1sc(N2CCOCC2)nc1-c1ccccc1)C(=O)Nc1ccccc1F	-0.7	-1.1	6.4	0.7	-3.2	128.0	0.3	-3.8	?	6.5
26	Cc1cc(NC(=O)COC(=O)[C@H](Cc2ccccc2)NC(=O)c2ccco2)no1	-1.8	0.1	3.4	-2.5	1.3	98.0	-2.9	-9.8	-1.5	10.1
27	CC(=O)O[C@H]1C[C@@]2(C)[C@@H](C[C@@H](O)[C@H]3[C@@]4(C)CC[C@@H](O)[C@@H](C)C4CC[C@@]32C)/C1=C(\CCC=C(C)C)C(=O)O (some centres not stated)	4.4	-0.2	-2.5	-2.6	-0.1	106.0	-0.5	0.2	-3.2	0.9
28	COc1ccc(N(C)S(=O)(=O)c2cccc(C(=O)NCc3ccc(C)cc3)c2)cc1	-2.7	0.2	2.6	1.1	-3.1	98.0	-1.8	3.0	-6.0	2.1
29	Cc1ccc(S(=O)(=O)N2C[C@H]3N(C(=O)OC(C)C)N(C(=O)OC(C)C)C[C@H](OC(=O)NC4CCCC4)[C@@]3(O)C2)cc1	-6.9	0.0	0.8	-6.2	-0.4	92.0	-0.8	1.9	0.2	4.7
30	COc1ccc(CNC(=O)COC(=O)c2cnccn2)cc1	0.2	-0.1	-2.2	-10.3	-0.6	105.0	-2.2	-7.0	8.3	0.1
31	CC1CCCCN1CCCNC(=O)C1CCN(c2nc3ccccc3o2)CC1 (configuration not stated)	-1.7	-0.2	-2.7	12.8	0.5	102.0	-0.7	3.0	0.0	11.8
32	COc1ccc(-c2nc(N)n(C(C)=O)n2)cc1	-0.2	0.0	-2.3	-7.5	0.9	119.0	-1.1	-8.3	4.1	20.8
33	CCC(=O)Nc1ccc2c(c1)C(=O)N(C1CCCCC1)C2=O	-0.1	0.0	0.7	4.7	-4.3	89.0	0.5	-1.2	4.8	0.0
34	O=C(N1CCOCC1)N1CCN(c2nc(-c3ccc(F)cc3)cs2)CC1	-3.0	0.1	-0.5	-1.6	0.4	99.0	-0.2	5.2	-10.7	-1.9
35	CCN(CC)C(=O)CSc1ncnc2c1nnn2-c1ccc(OC)cc1	-4.0	0.0	2.1	5.0	0.2	102.0	-0.9	-5.3	4.4	2.9
36	CC(=O)Nc1nc2c(ccc3ccccc32)s1	-6.1	-0.1	0.8	-1.8	2.7	97.0	-0.3	10.4	-2.3	1.6
37	O=C(Nc1ccc2c(c1)CCC2)c1cc2ccccc2o1	-5.1	0.5	-8.9	1.2	-9.5	103.0	2.0	2.4	7.9	1.0
38	CC(C)Cc1nc2oc3c(Cl)ncnc3c2c2c1CCCC2	24.6	0.2	9.0	-3.6	2.8	97.0	-1.8	0.6	-1.5	46.2*
39	O=C1CC(NS(=O)(=O)c2cc(F)ccc2F)CN1c1cccc(F)c1 (configuration not stated)	1.8	0.2	-0.6	7.4	-0.8	96.0	-1.6	-6.9	-10.8	6.5
40	Cc1ccnc(NC(=O)c2cccc(NC(=O)Cc3ccccc3)c2)c1	1.4	1.3	-2.7	-10.2	-1.9	92.0	-0.5	-1.6	-2.4	11.1

Some of these compounds in order of molar mass, low to high:
cpd	Structure	Granule exo inh	aDG glyco up	ABHD5-PLIN5 inh	TLR9-MyD88 block	Glyco luc inh	ABCB6 inh MLPCN	MC4R barr agon	NOD2-RIPK2 inh	Vif inh	MC4R antag cAMP
36	CC(=O)Nc1nc2c(ccc3ccccc32)s1	-6.1	-0.1	0.8	-1.8	2.7	97.0	-0.3	10.4	-2.3	1.6
8	Cn1c(=O)c2c(SCc3ccccn3)nc(CC(C)(C)C)nc2n(C)c1=O	-1.8	-0.3	-2.7	-4.4	-6.6	97.0	4.7	3.7	-11.9	20.7
23	CCCCNC(=O)C1c2ccccc2OCC(=O)N1CCCN1CCOCC1 (configuration not stated)	1.2	0.0	-6.8	.	.	98.0	.	3.3	.	.
14	Cc1ccc(Nc2cnn(C34CC5CC(CC(CC(=O)O)(C5)C3)C4)c(=O)c2Cl)c(Cl)c1	4.3	0.1	6.0	16.1	1.6	102.0	-1.5	-3.8	21.7	1.6
29	Cc1ccc(S(=O)(=O)N2C[C@H]3N(C(=O)OC(C)C)N(C(=O)OC(C)C)C[C@H](OC(=O)NC4CCCC4)[C@@]3(O)C2)cc1	-6.9	0.0	0.8	-6.2	-0.4	92.0	-0.8	1.9	0.2	4.7

Following part.
cpd	Structure	Granule exo inh	aDG glyco up	ABHD5-PLIN5 inh	TLR9-MyD88 block	Glyco luc inh	ABCB6 inh MLPCN	MC4R barr agon	NOD2-RIPK2 inh	Vif inh	MC4R antag cAMP
41	O=C(NCCc1nc2ccccc2[nH]1)/C(=C/c1ccc(F)cc1)NC(=O)c1ccco1	1.5	-0.1	-3.8	-4.2	-1.5	98.0	-0.8	-1.5	-2.9	13.3
42	Cc1cc(C(=O)CSc2nnc(-c3ccco3)o2)c(C)n1CC1COc2ccccc2O1 (configuration not stated)	41.0	0.0	-0.1	-4.7	-2.3	99.0	-0.9	-11.4	-1.0	11.1
43	O=C(CNC(=O)c1ccccc1)OCN1C(=O)c2ccccc2C1=O	-9.0	-0.2	12.0	-2.3	4.7	98.0	1.4	-2.3	3.5	31.4*
44	O=C(COC(=O)c1cc(-c2ccccc2)nc2ccccc12)Nc1ccc2c(c1)OCO2	-11.7	-0.3	-1.4	-1.5	0.4	99.0	15.7*	-1.1	2.5	-3.9

Some values from the results shown:
Entry of #43 under NOD2-RIPK2 inh: -2.3
Entry of #19 under ABHD5-PLIN5 inh: 14.6

Assay outcomes deposited in PubChem BioAssay by several laboratories.

Only part of the results is shown; rates above refer to the full screens.
